NIH3T3 tox – Cytotoxic Profiling in NIH 3T3 Cell Line of Diverse Libraries Using Quantitative High-Throughput Screening; NIH 3T3 viability, CellTiter-Glo ATP luminescence, 48-72 h; actives 4.3% (n = 94,000); Potency, µM (series often up to 96.7 µM), for the others: at the top dose activity change, negative = cytotoxicity, hits mostly inhibitors; further: potency means the concentration at half of the fitted maximal effect; nearly all actives have a fitted effect of over 55% in size
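NIH 3T3 cells at 400 cells/well received 23 nL of compound by pintool and were incubated 48 or 72 h at 37 °C. Viability was read as ATP-coupled CellTiter-Glo luminescence.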
SNCA viab count – GF-AFC viability counterscreen for inhibitors of alpha-synuclein gene (SNCA) expression; HEK-293-SNCA-luc viability, GF-AFC fluorescence, 24 h; Potency, µM (top dose mostly 57.1 µM), inactives show at the highest dose activity change, negative = cytotoxicity, hits mostly cytotoxic; actives 0.12% (n = 150,000); AID 1671193, 2021;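 further: potency means the concentration at half of the fitted maximal effect; 0% = DMSO-treated cells and -100% = medium-only wells without cells; nearly all actives have a fitted effect of over 30% in size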
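HEK-293-SNCA-luc cells (1500/well) plated 24 h, then exposed 24 h to a dilution series; GF-AFC added 30 min at 37C, fluorescence 405/540 nm; normalised to medium-only and DMSO wells, Hill fit.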
IP6K1 inhibitor – Primary qHTS assay for small molecule inhibitors of Inositol hexaphosphate kinase 1 (IP6K1) | Inositol hexakisphosphate kinase 1 (Homo sapiens), Q92551 | IP6K1 kinase, ADP-Glo luminescence, 2 h; stronger effect = lower value | activity change, % (series mostly up to about 58 µM) | actives 0.81% (n = 140,000); in the data active means activity change below about -25%
Target sequence (Q92551 whole entry, looked up): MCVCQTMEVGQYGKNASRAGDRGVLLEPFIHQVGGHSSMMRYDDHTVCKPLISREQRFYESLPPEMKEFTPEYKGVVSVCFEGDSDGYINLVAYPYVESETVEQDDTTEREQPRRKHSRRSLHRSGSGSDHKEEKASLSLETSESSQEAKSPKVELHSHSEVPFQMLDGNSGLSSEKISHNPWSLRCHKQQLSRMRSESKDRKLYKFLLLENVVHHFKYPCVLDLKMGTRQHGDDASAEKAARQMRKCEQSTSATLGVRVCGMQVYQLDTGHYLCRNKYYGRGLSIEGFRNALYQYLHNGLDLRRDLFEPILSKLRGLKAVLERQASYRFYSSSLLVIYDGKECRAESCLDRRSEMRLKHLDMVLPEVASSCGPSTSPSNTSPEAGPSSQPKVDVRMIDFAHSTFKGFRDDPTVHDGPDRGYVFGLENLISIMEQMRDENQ
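ADP-Glo luminescence measures ADP made by human IP6K1 during a 2 h RT reaction with ATP/IP6 (mix at 1.3 mM/130 uM); top library doses 57.5 and 19.1 uM final.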
GPT2 inhibitor – Primary qHTS assay for inhibitors of Glutamate pyruvate transaminase 2 (GPT2); Recombinant GPT2, coupled pyruvate oxidase/HRP Amplex Red fluorescence; AID 1671188, 2021; Alanine aminotransferase 2 (Homo sapiens), Q8TD30; Potency, µM (top dose mostly 57.7 µM), for inactives: top-dose activity change, negative = inhibition, usual class: inhibitors; actives 0.25% (n = 100,000); further: potency means the concentration at half of the fitted maximal effect; nearly all actives have a fitted effect of over 60% in size; many of its hits are not listed in these tables
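Recombinant GPT2 (10ng/uL) with 250uM a-KG and 2mM L-alanine, 30 min at room temperature, in HEPES pH 7.5 buffer. Pyruvate detected by pyruvate oxidase/HRP/Amplex Red fluorescence after 30 min in the dark; AOA (50uM) as positive control.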
SNCA expr inh – Primary qHTS assay for inhibitors of alpha-synuclein gene (SNCA) expression | HEK-293 SNCA-luciferase knock-in, luminescence, 24 h | Potency, µM (top dose mostly 57.2 µM), without a hit: at the top dose activity change, negative = inhibition, actives largely listed as inhibitors | actives 0.17% (n = 140,000) | AID 1671194, 2021;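 further: potency means the concentration at half of the fitted maximal effect; plate controls were DMSO cells for no effect and cell-free wells for full effect; nearly all actives have a fitted effect of over 45% in size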
Luciferase inh – Firefly luciferase inhibition profiling of diverse chemical library using quantitative high-throughput screening; purified P. pyralis luciferase, luminescence, biochemical; actives 2.5% (n = 76,000); Luciferin 4-monooxygenase (Photinus pyralis), P08659; Potency, µM (doses to about 115 µM), for the others: top-dose activity change, negative = inhibition, usual class: inhibitors; further: potency means the concentration at half of the fitted maximal effect; nearly all actives have a fitted effect of over 65% in size
Target sequence (P08659 whole entry, looked up): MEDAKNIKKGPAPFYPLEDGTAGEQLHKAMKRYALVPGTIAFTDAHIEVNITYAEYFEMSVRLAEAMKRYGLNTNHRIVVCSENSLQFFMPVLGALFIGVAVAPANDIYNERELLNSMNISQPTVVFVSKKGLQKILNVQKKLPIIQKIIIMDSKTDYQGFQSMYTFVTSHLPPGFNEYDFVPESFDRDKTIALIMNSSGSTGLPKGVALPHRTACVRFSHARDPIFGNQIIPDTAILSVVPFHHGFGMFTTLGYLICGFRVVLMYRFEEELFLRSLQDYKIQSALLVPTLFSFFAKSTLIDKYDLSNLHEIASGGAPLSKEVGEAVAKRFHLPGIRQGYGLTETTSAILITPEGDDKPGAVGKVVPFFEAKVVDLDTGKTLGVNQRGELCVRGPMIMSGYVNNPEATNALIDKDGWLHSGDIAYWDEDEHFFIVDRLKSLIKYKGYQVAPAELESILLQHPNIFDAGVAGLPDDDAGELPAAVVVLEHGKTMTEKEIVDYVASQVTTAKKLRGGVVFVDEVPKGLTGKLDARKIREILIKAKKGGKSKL
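Luminescence read by CCD imager after adding enzyme (10nM final) to wells holding compound, titrated in qHTS. Substrates 10uM each D-luciferin and ATP; buffer 50mM Tris acetate pH 7.5, 10mM Mg acetate, Tween-20, BSA.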
HEK cytotox – Cytotoxic Profiling in HEK 293 Cell Line of Diverse Libraries Using Quantitative High-Throughput Screening. HEK 293 viability, ATP luminescence (CellTiter-Glo), 48-72 h. Potency, µM (highest dose often 115 µM), inactives show top-dose activity change, negative = cytotoxicity, usual class: inhibitors. actives 6.6% (n = 94,000). AID 1345083, 2018; further: potency means the concentration at half of the fitted maximal effect; nearly all actives have a fitted effect of over 60% in size
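qHTS cytotoxicity; HEK 293, 250 cells/well; compound pinned; 48 or 72 hr, 37 degree Celsius, 5% CO2, 95% humidity; CellTiter-Glo, 10 min RT; luminescence (ATP).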
Numbers without * were called inactive; i = inactive; ? = inconclusive; / = not tested or not shown; & = joins results of further samples; [ ] = dose if it differs, or a comment. Unless noted, the call rests on the fitted dose curve; in most records, active means well fitted curve in the direction sought with a large enough effect; inconclusive means small, poorly fitted or top-dose-only effect, or another doubt; inactive means no such curve, though single readings can be large; an effect the other way counts as inactive or inconclusive. Unless noted, on the % scale 0 is the no-effect control and ±100 the full control effect. Some of the compounds tested, so the mix of outcomes need not match the whole.

structure,NIH3T3 tox,SNCA expr inh,Luciferase inh,GPT2 inhibitor,SNCA viab count,IP6K1 inhibitor,HEK cytotox
COc1ccc(OC)c(CCNC(=O)c2c3c(nc4ccccc24)C(=O)N(C2CCCCC2)C3)c1,/,-5%,/,/,8%,-5,/
COCC(=O)NC1CCN(C(=O)N2CC3CC(C2)[C@H]2CCCC(=O)N2C3)CC1 (stereo not given in full),-22%,39%[activator],0%,i,8%,12,1%
Cc1ccc(Cl)cc1NC(=O)CCn1c(=O)c2cccn2c2cccnc21,/,14%,/,/,-1%,17,/
COc1ccc(Cl)cc1CN(C)C(=O)c1ccc(C2CCCNC2)cc1 (stereo not given),?,?,1%,-10%,-15%,7,?
O=C(NCc1ccccn1)c1cccc(OC2CCN(c3cnccn3)CC2)c1,?,-9%,-5%,4%,-14%,1,45µM*
COc1ccc(-c2cn3c(n2)CO[C@@H](CNCc2ccc(F)c(F)c2)C3)cc1,?,70%[activator][87.6 µM],35µM*,0%[88.5 µM],-5%[87.6 µM],1,?
CCOC(=O)c1cccc(NC(=O)c2cc3cc4ccc(C)cc4nc3o2)c1,/,25%,/,/,11%,31,/
CCc1ccc(Nc2nc(N)nc(CSc3nc4ccccc4s3)n2)cc1,/,42%[activator],/,/,-7%,-12,/
N#Cc1ccccc1S(=O)(=O)N[C@H]1CO[C@H]2[C@@H]1OC[C@@H]2n1nnnc1-c1ccc2c(c1)OCO2,-1%,-23%,-2%,-2%,14%,1,3%
COc1ccc(NC(=O)N2CCC(N3CC4CC(C3)[C@H]3CCCC(=O)N3C4)CC2)cc1 (stereo not given in full),1%,-18%,-7%,i,6%,26,5%
O=C(c1ccccc1F)N1CCC(Cc2nc(-c3cnccn3)no2)CC1,-14%,-18%,-3%,-7%,-20%,6,-10%
Cc1ccc(OCc2nc(C3CCN(C(=O)c4noc(C)c4CN4CCCCC4)CC3)no2)cc1,32µM*,-6%,-10%,i,-8%,-1,32µM*
Cc1ccc(CNC(=O)C2CCN(c3cn[nH]c(=O)c3)C2)cc1 (stereo not given),-13%,19%,4%,-6%,2%,3,i
O=C(CCc1c[nH]c2ccccc12)N1C[C@@H](CO)[C@H](c2ccccn2)C1,-11%,11%,-1%,i,1%,0,4%
O=C(NC1CCCC1)c1cc(Nc2cccc(C(F)(F)F)c2)nc2ccccc12,/,17%,/,/,-1%,0,/
O=C(c1ccc2c(c1)OCO2)N1CCC2(CC1)N(c1ccccc1)C(=O)CS2(=O)=O,1%,27%,-2%,-30%,5%,1,3%
Cc1ccc(S(=O)(=O)NC[C@H]2OC[C@@H](NCc3cccc(C#N)c3)[C@@H]2O)cc1,-1%[174 µM],11%[87.6 µM],1%[172 µM],?,-9%[87.6 µM],16,-4%[172 µM]
Cc1nc(CCNS(=O)(=O)c2cccs2)no1,-12%,6%,-12%,?,6%,16,4%
CNC(=O)c1cc(C)nc2onc(C3CCN(C(=O)N(C)C)CC3)c12,-19%,/,/,/,/,3,0%
O=C(Cc1ccccc1)Nc1ccc([C@@H](O)[C@H]2COCC(=O)N2Cc2ccccc2)cc1,-18%[174 µM],?,16%[172 µM],3%[88.5 µM],-4%[87.6 µM],-7,-13%[172 µM]
COc1ccc(CN2C[C@H]3CN(C4CCOCC4)C[C@@]3(C(=O)O)C2)cc1O,3%,?,5%,1%[11.5 µM],-10%,-10,3%
COc1cccc(NC(=O)CSc2nc3c([nH]c4ccccc43)c(=O)n2-c2ccccc2)c1,/,38%[activator],/,/,-3%,-12,/
COC(=O)[C@@H]1Cc2nc[nH]c2CN1Cc1ccc(NC(C)=O)cc1,i,-10%[87.6 µM],-4%[172 µM],i,-3%[87.6 µM],12,-3%[172 µM]
COCCn1c(C)cnc1CC1CCN(C(=O)C2CC2)CC1,-2%,-27%,5%,i,-4%,6,i
O=c1ccn([C@@H]2O[C@H](CO)[C@H](O)[C@H]2O)c(=O)[nH]1,/,10%,/,i,6%,/,/
CC1=C[C@@H](CNC(=O)CCCC(=O)O)[C@H](C(C)C)C[C@H]1Cc1nc2ccccc2[nH]1,0%[174 µM],12%[87.6 µM],-4%[172 µM],-3%[88.5 µM],-1%[87.6 µM],-3,i
CCc1nnc([C@@H]2CC(F)(F)CN2C(=O)c2coc(C)n2)o1,-3%,13%,-5%,i,-4%,19,1%
O=C(Nc1ccc(N2CCC(NCC(c3ccncc3)N3CCOCC3)CC2)cc1)C1CCCC1 (stereo not given),i,11%,2%,i,-3%,5,5%
Cc1nc(SCC(=O)Nc2ccc(Br)cc2)[nH]c(=O)c1Cc1ccccc1,/,13%,/,/,3%,13,/
O=C(O)CC[C@@H](C(=O)O)N1C(=O)c2ccccc2C1=O,/,16%,/,-12%,13%,/,/
Cc1ccc(CN2CCC3(CCCO3)CCC2=O)c2ccccc12 (stereo not given),-20%,10%,-6%,-4%,3%,1,?
COc1ccc(OCC2(C)COc3ccc(C(=O)Nc4ccc(OC)nc4)cc3N2)cc1 (stereo not given),?,?,-2%[172 µM],-2%[88.5 µM],?,3,56µM*
Cc1ccccc1S(=O)(=O)N1CCC(c2noc(-c3ccccn3)n2)C1 (stereo not given),-14%,-8%,1%,i,6%,3,-10%
Cc1oc2ccn(Cc3ccccc3F)c(=O)c2c1C(=O)NCc1cccc(Cl)c1,?,0%,-5%,i,-3%,10,?
CCCSc1nc2sc3c(c2c(=O)n1-c1ccccc1)CCC(C)C3 (stereo not given),/,-28%,/,/,-1%,-17,/
COCCC1(NS(C)(=O)=O)CCN(C(=O)C2(c3ccc(OC)cc3)CC2)CC1,-18%,-5%,-10%,-1%,6%,-7,-29%
O=c1n(-c2ccc([N+](=O)[O-])cc2)nc2n1CCN([S+](=O)([O-])c1cccc(C(F)(F)F)c1)C2,-21%,17%,-3%,i,-9%,21,-16%
COc1ccccc1Nc1ccnc(N2CCC[C@H]2C(=O)N2CCCC2)n1,-6%,-1%,/,i,?,-11,i
CCn1nc(C)c(-c2nc(C3CCOC3)no2)c1C (stereo not given),-21%,7%,-8%,4%,-14%,10,0%
COCCN[C@@H]1C[C@@H]2c3[nH]c4ccccc4c3C[C@@H](C(=O)OC)N2[C@H](c2ccc(Cl)c(F)c2)C1,14µM*,?,-11%,i,-3%,2,?
CN1CCN(C)c2cnc(-c3ccc(C(=O)N(C)C)cc3)cc2C1,-21%[138 µM],108%[activator][87.6 µM],?,1%[88.5 µM],-6%[87.6 µM],-7,?
Cc1nnc2ccc(N3CCC(N[S+](C)(=O)[O-])CC3)nn12,-22%[138 µM],/,/,/,/,-10,-3%[172 µM]
COc1ccccc1C(=O)N1CCC2(CC1)OC(=O)N(Cc1ccccc1C#N)C2(C)c1ccccc1 (stereo not given),-26%,?,4%,4%,0%,-15,?
C=CCNC(=O)N1CC[C@H]2CC(=O)N(C3CC3)CC[C@H]2C1,-12%[230 µM],-14%[87.6 µM],-2%[230 µM],-2%[88.5 µM],0%[87.6 µM],4,-2%[230 µM]
O=C(NC1CCN(Cc2cccc(-c3cccs3)c2)CC1)c1ccccc1Cl,?,-21%,/,-9%,-4%[12.5 µM],-4&9,?
O=C(CN1C(=O)NC2(CCS(=O)(=O)CC2)C1=O)NCc1ccccc1Cl,4%,-20%,4%,i,-2%,-10,-5%
Cc1cnc(CCNC(=O)c2n[nH]c(=O)c3ccccc23)n1C1CC1,i,-1%,-3%,1%,-10%,1,-6%
O=S(=O)(O)NC1CCCCC1,/,1%[25.6 µM],/,2%,-18%[23.9 µM],13,/
O=C(c1ccc(Cl)cc1)N1CCN(c2ccc3nnc(C4CC4)n3n2)CC1,?,/,/,/,/,14,?
CCOC(=O)CN1C(=O)N(c2ccc(C)c(C)c2)S(=O)(=O)c2ccccc21,/,13%,/,/,?,21,/
COc1cccc(C(=O)N2CCC(c3nn(C)c4c3COCC4)CC2)c1,-1%,-9%,-6%,i,0%,1,-5%
Cc1ccc(C(=O)N2CCC(c3nn(-c4ccccc4)c(=O)[nH]3)CC2)cc1,-8%,1%,-1%,3%,8%,5,-29%
Cc1ccc(-c2cn(-c3cccc(Cl)c3)c(S(=O)(=O)CC(=O)Nc3ccccc3F)n2)cc1,/,164%[activator],/,/,-6%,-12,/
COc1cccc(CC(=O)N2CCC([C@H]3[C@@H](OC)C(=O)N3C(C)C)CC2)c1,i,8%,10%,2%,0%,-4,i
COc1cc(C(=O)OCCCN2CCCN(CCCOC(=O)c3cc(OC)c(OC)c(OC)c3)CC2)cc(OC)c1OC,/,-11%,/,-1%,-26%,4,/
C[S+](=O)([O-])N1CCC2(CC(=O)Nc3ccccc3N2)C1 (stereo not given),i,9%,/,?,-7%,-1,i
CC(C)c1nc2c(c(-c3ccc(O)cc3)n1)CN(CC1CCCCC1)CC2,-19%,-3%,5%,i,0%,9,-12%
COCCN1CCCCCC(O)c2cc(C(=O)NC3CCCCC3)ccc21 (stereo not given),-26%,13%,-4%,4%,-5%,-8,-17%
CN(C)C(=O)CO[C@@H]1COCC[C@H]1NC(=O)c1cccc(-n2cccn2)c1,2%,-21%,5%,-13%,8%,7,i
N#Cc1cccc(NC(=O)O[C@@H]2CO[C@H]3[C@@H]2OC[C@@H]3Nc2nccc(-c3ccccc3)n2)c1,35µM*,-22%,-6%,i,-24%,-4,22µM*

Gathered by group, the compounds so far containing a furan ring, fused or not (two)
structure,NIH3T3 tox,SNCA expr inh,Luciferase inh,GPT2 inhibitor,SNCA viab count,IP6K1 inhibitor,HEK cytotox
CCOC(=O)c1cccc(NC(=O)c2cc3cc4ccc(C)cc4nc3o2)c1,/,25%,/,/,11%,31,/
Cc1oc2ccn(Cc3ccccc3F)c(=O)c2c1C(=O)NCc1cccc(Cl)c1,?,0%,-5%,i,-3%,10,?
